M5 ag: human M5 muscarinic receptor agonists, primary screen, CHO-K1 cells, Fluo-8 calcium fluorescence; CHO-K1 hM5 cells; 0% DMSO wells, 100% maximal acetylcholine response; activation, % at 3 µM; 360,000 compounds, 0.19% hits;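 active means activation above the run's mean over test compounds plus 3 SD, cut at about 23% in these data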;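 further: signal is peak over basal fluorescence ratio across the kinetic read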
Target sequence (P08912 whole entry, looked up): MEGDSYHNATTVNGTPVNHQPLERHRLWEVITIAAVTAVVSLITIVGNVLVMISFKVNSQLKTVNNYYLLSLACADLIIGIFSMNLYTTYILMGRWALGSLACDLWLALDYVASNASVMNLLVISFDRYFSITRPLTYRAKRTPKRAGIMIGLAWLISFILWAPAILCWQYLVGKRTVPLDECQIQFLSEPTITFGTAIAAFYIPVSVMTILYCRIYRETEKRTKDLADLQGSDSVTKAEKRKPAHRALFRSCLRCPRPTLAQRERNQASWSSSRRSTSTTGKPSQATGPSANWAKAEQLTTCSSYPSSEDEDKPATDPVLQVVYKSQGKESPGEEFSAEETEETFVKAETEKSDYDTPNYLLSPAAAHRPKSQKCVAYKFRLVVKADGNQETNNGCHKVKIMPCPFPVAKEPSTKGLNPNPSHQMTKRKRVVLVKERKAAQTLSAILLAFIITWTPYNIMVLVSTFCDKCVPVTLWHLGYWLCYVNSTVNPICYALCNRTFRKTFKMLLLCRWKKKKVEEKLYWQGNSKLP
M4 PAM: human M4 muscarinic receptor positive allosteric modulators, primary screen, CHO-K1 cells, Fluo-8 calcium fluorescence | AID 624126, 2012 | 360,000 compounds, 0.4% hits | activation, % at 3 µM | CHO-K1 hM4/Gqi5, ACh EC20; 0% = ACh EC20, 100% = maximal ACh;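 active means activation above its plate's cutoff, the mean activation of sample wells plus 3 SD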; further: some results filed as inactive read as strong as hits
Target sequence (P08173 whole entry, looked up): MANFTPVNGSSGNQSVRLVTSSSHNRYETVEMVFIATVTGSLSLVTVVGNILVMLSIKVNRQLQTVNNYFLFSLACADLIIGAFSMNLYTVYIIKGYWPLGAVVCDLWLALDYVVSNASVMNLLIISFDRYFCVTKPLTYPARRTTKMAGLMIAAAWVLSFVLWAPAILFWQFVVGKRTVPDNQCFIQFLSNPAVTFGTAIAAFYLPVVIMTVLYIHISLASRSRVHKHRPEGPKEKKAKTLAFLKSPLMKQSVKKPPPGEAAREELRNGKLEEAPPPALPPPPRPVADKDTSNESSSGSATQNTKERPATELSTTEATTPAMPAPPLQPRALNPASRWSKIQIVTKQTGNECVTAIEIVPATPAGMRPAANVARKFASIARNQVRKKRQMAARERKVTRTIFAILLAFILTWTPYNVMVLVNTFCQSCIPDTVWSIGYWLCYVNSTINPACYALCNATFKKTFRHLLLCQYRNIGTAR
CHRM4 antagonist: human M4 muscarinic receptor antagonists, primary screen, CHO cells, Fluo-8 calcium fluorescence; CHO-hM4 cells, ACh EC80; inhibition, % at 3 µM; Muscarinic acetylcholine receptor M4 (Homo sapiens), P08173; AID 624125, 2012; 360,000 compounds, 0.73% hits;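 active means inhibition above its plate's cutoff, the mean inhibition of sample wells plus 3 SD, cut at about 27% in these data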;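 further: 0% = acetylcholine EC80 with DMSO and 100% = DMSO without agonist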
M4 ag: human M4 muscarinic receptor agonists, primary screen, CHO-K1 cells, Fluo-8 calcium fluorescence; activation, % at 3 µM; 360,000 compounds, 0.14% hits; Muscarinic acetylcholine receptor M4 (Homo sapiens), P08173; AID 624127, 2012; CHO-K1 hM4/Gqi5; vehicle 0%, full acetylcholine response 100%;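 active means activation above the run mean over all test wells plus 3 SD, cut at about 32% in these data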;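 further: peak over basal fluorescence ratio per well then scaled between controls; 0% = DMSO wells and 100% = acetylcholine at EC100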
M5 PAM: human M5 muscarinic receptor positive allosteric modulators, primary screen, CHO-K1 cells, Fluo-8 calcium fluorescence. Muscarinic acetylcholine receptor M5 (Homo sapiens), P08912. CHO-K1 hM5, ACh EC20 PAM; 0% = ACh EC20, 100% = ACh EC100. activation, % at 3 µM. 360,000 compounds, 0.3% hits;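 active means activation above the run cutoff, the mean activation of all test compounds plus 3 SD, cut at about 18% in these data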
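Replicates: One well per compound, no replicates | System: Human M5 receptor in CHO-K1 cells | Benchmarks: Low control EC20 acetylcholine (0%), high control EC100 acetylcholine (100%) | Probe or stimulus: Acetylcholine, EC20 level | Times: Fluo-8 loading 80 min at 37 °C plus 30 min room temperature | Signal: Intracellular calcium via Fluo-8 fluorescence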
IDE inh: human IDE inhibitors in live cells, primary screen, fluorescence polarization, HEK cells, FAbetaB substrate; Insulin-degrading enzyme (Homo sapiens), P14735; FAbetaB cleavage; inhibition, % at 5.59 µM; 320,000 compounds, 0.41% hits;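 active means percent inhibition above the average of all tested compounds plus 3 SD, set per screening campaign, cut at about 16% in these data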;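 further: IDE supplied by intact live HEK cells; FP after avidin binding of uncleaved biotin substrate so inhibition keeps polarization high; 0% = DMSO wells and 100% = 60 µM reference IDE inhibitor Ii1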
CRFBP-R2 agonist: agonists of CRF-BP/CRF-R2 complex, primary screen, cell-based, HEK293, calcium dye fluorescence, uHTS. CRF-binding protein / CRF receptor 2 complex (human). calcium dye fluorescence (FLIPR); percent of saturating CRF peptide response. activation, % at 13.2 µM. 350,000 compounds, 0.46% hits;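 active means activation of at least 50%, plus an integration ratio under a set limit after plate pattern correction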;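 further: plate controls were neutral control wells without compound for no effect and CRF at EC100 for full effect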
M5 antag: human M5 muscarinic receptor antagonists, primary screen, CHO cells, Fluo-8 calcium fluorescence. Muscarinic acetylcholine receptor M5 (Homo sapiens), P08912. CHO-hM5 cells, ACh EC80. inhibition, % at 3 µM. 360,000 compounds, 0.59% hits;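 active means inhibition above a per-plate cutoff, the mean of that plate's test compounds plus 3 SD, cut at about 27% in these data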;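 further: 0% = acetylcholine EC80 with DMSO and 100% = DMSO without agonist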
CRFBP-R2 block: antagonists of CRF-BP/CRF-R2 complex, primary screen, cell-based, HEK293, calcium dye fluorescence, uHTS; CRF-induced calcium fluorescence; inhibition, % at 11.8 µM; 350,000 compounds, 0.59% hits;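 active means inhibition of the ligand-induced calcium signal above about 50% at the single tested concentration, limit read from the data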
Starred values were filed as active, the others as inactive; / = not tested or not shown; & = joins results of further samples; ! = not active in a repeat.

SMILES	M5 ag	M4 PAM	CHRM4 antagonist	M4 ag	M5 PAM	IDE inh	CRFBP-R2 agonist	M5 antag	CRFBP-R2 block
CCN(CC)C(=O)CS(=O)(=O)CC(=O)Nc1cc(OCCOC)c(Cl)cc1Cl	-4	14	-7	1	-4	2	6.6	-6	44
S=C(NCc1ccccn1)Nc1ccccc1Cl	-2	-6	1	0	0	-2	1.9	1	-1
COc1ccc(S(=O)(=O)c2ccccc2)cc1NC(=O)c1c(F)cccc1F	1	-5	6	11	-8	-1	1.5	9	-8
COC(=O)c1cc(COc2ccc3oc(C)c(C(=O)OC(C)C)c3c2)c(C)o1	-3	-5	3	0	4	-1	2.9	1	-10
CCOc1ccc(N(CC(=O)N2CC=C(c3ccccc3)CC2)S(=O)(=O)c2c(C)noc2C)cc1	0	2	-10	0	0	-1	3.1	-6	-26
CCOc1ccccc1OCCCC(=O)Nc1sccc1C(N)=O	3	1	-1	7	-5	3	0.8	-2	-3
COc1ccc(C(=O)COC(=O)C2CCCN2C(=O)C23CC4CC(CC(C4)C2)C3)cc1 (stereo unspecified)	0	0	-5	0	3	4	0.8	-6	15
CCOC(=O)c1[nH]c2ccc(OC)cc2c1NC(=S)N1CCN(c2ccccn2)CC1	-3	1	-10	1	3	8	-0.8	-3	-2
CCCOC(=O)Cn1cnc2scc(-c3ccc(C)cc3)c2c1=O	-4	1	-7	3	4	-3	-1.9	-2	10
Cc1ccc(Oc2ncccc2CO)cc1	0	26*	-4	2	6	3	-1.1	-15	30
CCN1CCCC1CNCc1cccc(OC)c1OCc1ccccc1F (stereo unspecified)	-6	-8	8	2	-15	6	3.6	8	-10
O=C(Nc1ccc(Cl)cc1)N1CCCC(Cn2cccc2)C1 (stereo unspecified)	0	-7	9	8	-2	-5	0.0	0	-9
Cc1cc(Cl)ccc1OCC(=O)OC(C)C(=O)N(C)C (stereo unspecified)	-2	0	2	0	3	3	-2.6	-8	1
COc1ccc(-n2nnnc2-c2cn(C)nc2C(F)(F)F)cc1	-1	2	-9	7	-5	1	-0.5	1	9
CCC(C)CN1C(=O)CN(S(C)(=O)=O)CC1(C)C(=O)Nc1c(C)cccc1C (stereo unspecified)	4	6	-2	2	4	/	/	-6	/
CCn1c(SCC(=O)NCCc2ccccc2)nc2c(c1=O)SC(C)C2 (stereo unspecified)	6	-9	3	-1	-9	4	-1.9	5	24
CCN(CC)S(=O)(=O)c1ccc(NC(=O)COC(=O)c2ccc(-n3nc(C)cc3C)cc2)cc1	-1	-9	3	19	-14	5	0.2	3	5
Cc1noc(C)c1C(=O)Nc1nc(-c2ccc(F)cc2)cs1	-1	3	-7	2	-3	9	-1.6	4	-6
NS(=O)(=O)c1ccc(NC(=S)NCc2ccc(F)cc2)cc1	1	5	6	2	2	-1	6.4	5	-22
c1ccc2c(CSCCc3ccncc3)cccc2c1	-7	4	5	3	-6	-2	-1.1	10	15
CCCCCCN1C[C@@H](O)[C@H](n2cc(-c3ccc(F)cc3)nn2)C[C@@H]1c1ccccc1	0	12	-15	-1	-1	/	-0.2	5	-4
COc1ccc(-c2ccc(CCC(=O)O)o2)cc1	-1	6	10	1	11	-3	-1.8	-2	10
CCC(C)(C)NC(=O)C(c1ccc(C)o1)N(Cc1cccs1)C(=O)Cn1nnc2ccccc21 (stereo unspecified)	-3	10	1	0	1	-1	2.1	0	7
O=C(CSc1nncc2ccccc12)N1CCOCC1	-2	1	-13	1	0	2	1.1	-12	0
Cc1ccc(Cl)c(OCC(=O)Nc2ccc3c(c2)OCCO3)c1	-4	2	-7	3	-5	2	1.4	-5	-5
SMILES	M5 ag	M4 PAM	CHRM4 antagonist	M4 ag	M5 PAM	IDE inh	CRFBP-R2 agonist	M5 antag	CRFBP-R2 block
OC[C@@H]1CN(Cc2cccs2)C[C@H](n2cnc3c(NC4CCC4)ncnc32)O1	0	6	2	2	5	/	/	-5	/
CCn1c(C)c(C)c2cc(C(=O)NCCCN3CCOCC3)ccc21	-5	1	3	0	0	4	-0.2	-6	-5
O=C(Cn1ccc(NC(=O)OCc2ccccc2)nc1=O)NCc1ccc2[nH]ccc2c1	4	19	1	1	9	4	0.5	6	-4
O=c1cc(CSc2nnc(COc3ccccc3)o2)c2ccccc2[nH]1	2	-6	3	4	-2	3	-0.7	-4	-15
Cc1onc(-c2ccccc2)c1C(=O)N1CCCC(C)(C(=O)NS(=O)(=O)C2CC2)C1 (stereo unspecified)	1	12	-8	0	-1	/	/	-2	/
COc1cc(-c2nc(C)c(C(C)=O)n2O)ccc1OCC(=O)Nc1ccc(F)cc1	0	-8	7	3	-2	2	-0.5	5	-8
CSc1nc2c(c(=O)[nH]c(=O)n2C)n1Cc1ccccc1Cl	0	-3	8	-1	-3	10	-1.0	9	-7
O=C(Nc1ccccc1O)c1ccc2c(c1)C(=O)N(Cc1ccco1)C2=O	3	-6	-2	20	-5	/	0.3	7	2
CCCCn1cnc2c(c(-c3ccccc3)c(-c3ccccc3)n2Cc2ccco2)c1=N	-3	-8	6	0	-1	4	-1.4	7	-11
CN(C)c1ncnc(N(C)C)c1[N+](=O)[O-]	-5	1	1	1	-3	8	-0.4	7	13
CCN(CC)/C(N)=N/c1nc(C)cc(C)n1	-18	3	-7	2	-1	-7	-0.2	-1	4
CCc1nc2ccc(C(=O)NCCN3CCOCC3)cn2c1N(CCC(C)C)CCN(C)C	0	7	-19	1	3	/	/	-4	/
Cc1cc(C)cc(Oc2ccccc2/C=C\C(=O)O)c1	-2	1	-3	-1	-9	-3	-1.1	5	-2
COCCn1nnnc1C(c1cccs1)N1CCN(c2ccccc2)CC1 (stereo unspecified)	-1	8	-4	2	7	2	-1.5	-1	13
COc1ccc(C(=O)NC(=S)Nc2ccc3c4c(cccc24)CC3)cc1OC	2	4	-2	-1	-1	-4	4.9	-3	-16
COCCNC(=O)CN(C(=O)CCC(=O)Nc1ccccn1)c1ccc(F)c(Cl)c1	9	12	-16	2	2	-3	/	-3	/
CC(C)(CO)N=C1NS(=O)(=O)c2cc([N+](=O)[O-])ccc21	-1	0	5	1	2	0	0.6	-9	16
CC1CCN(C(=O)c2ncn3c2c(=O)[nH]c2cccnc23)CC1	1	-2	1	0	1	/	-1.1	0	9
CCn1nc(NC(=O)COC)c2cc3cc(C)ccc3nc21	-4	3	-5	1	3	-6	-0.1	7	2
Cc1nn(C)cc1/C=N\NC(=O)c1csc2c1CCCC2	1	6	-2	2	3	8	-0.1	-8	3
CCC(=O)Oc1ccc2c(C)cc(=O)oc2c1C(=O)c1ccccc1	-1	-1	7	0	1	2	-1.0	-6	-2
Cc1cccc(C)c1NC(=O)CC1SC2=NCCN2C1=O (stereo unspecified)	-3	-7	5	1	-5	-4	-1.2	7	3
CC(=O)c1ccccc1OC(=O)CCN1C(=O)C2C3C=CC(C4CC34)C2C1=O (stereo unspecified)	1	1	-10	5	-1	-1	-0.1	-3	-1
O=C(O)c1ccc2c(c1)C1C=CCC1C(c1ccncc1)N2 (stereo unspecified)	-4	11	3	1	-1	-2	1.6	10	-4
CC(=O)Nc1ccc(S(=O)(=O)NC2=C(N3CCN(Cc4ccccc4)CC3)C(=O)c3ccccc3C2=O)cc1	-2&-1	0&-20	31*!	13&13	-9&-13	2	-0.3&0.1	19&17	-5&-18
SMILES	M5 ag	M4 PAM	CHRM4 antagonist	M4 ag	M5 PAM	IDE inh	CRFBP-R2 agonist	M5 antag	CRFBP-R2 block
CCNC(=S)N/N=C/c1cn(Cc2ccccc2F)c2ccccc12	-3	-8	6	1	-11	-4	-2.1	9	-15
Cc1ccccc1C1CC(c2ccccc2OC(F)F)Nc2ncnn21 (stereo unspecified)	0	2	13	5	-3	-3	24	0	-52
CS(=O)(=O)N1CCC(C(=O)NCc2ccc(Cl)cc2Cl)CC1	-5	3	-1	3	-4	0	-0.4	2	8
CC(C)N1CCC(N2CCN(Cc3ccc(-c4ccccc4Cl)o3)CC2CCO)CC1 (stereo unspecified)	-5	-2	-3	1	5	8	0.1	-9	17
CCc1ccccc1NC(=O)CNC(=O)c1n[nH]c(=O)c2ccccc12	1	2	1	2	1	2	1.5	0	-14
S=C(NCc1ccco1)N1CCN(c2ccccn2)CC1	-1	-4	0	1	-2	2	-0.1	11	8
Cc1cccc(C)c1NC(=O)Cn1nc(C)n2cccc2c1=O	-2	-4	8	1	-2	2	-0.7	0	-1
CCOC(=O)c1ccccc1NC(=O)CSc1nnc(Cc2cccn2C)n1-c1ccc(C)cc1	5	7	-5	0	7	-1	0.6	-7	7
Cc1nc2ccccc2nc1OCC(=O)Nc1cc(C(F)(F)F)ccc1N1CCOCC1	1	-4	5	1	3	-2	-3.7	3	5
CCN1CCN(C(=O)Cn2ncc3c2-c2ccccc2OC3)CC1	-2	8	-5	1	2	-1	2.8	0	-5
COc1ccc(S(=O)(=O)Oc2cccc(C(=S)N3CCOCC3)c2)cc1	-1	4	-1	5	-5	-6	2.1	10	-8
Cc1nc(C(C)NC(=O)CCc2nnc(-c3ccsc3)o2)cs1 (stereo unspecified)	3	17	5	1	1	-2	-0.4	10	7
CC(C)C[C@H](NC(=O)OC(C)(C)C)C(=O)N1CCC(C(=O)N[C@@H](Cc2c[nH]c3ccccc23)C(=O)O)CC1	-3	4	-1	2	4	0	-1.1	3	3
COc1cc(/C(C)=N/Nc2ccc(C(=O)O)cc2)cc(OC)c1OC	1	-3	7	1	-1	4	0.0	3	0
CCCCC(=O)Nc1ccc(C(=O)NNC(=O)c2ccccc2Br)cc1	1	2	13	0	-2	-1	0.8	2	11
O=C(CCCN1C(=O)/C(=C/c2ccco2)SC1=S)Nc1ccccc1C(=O)O	8	16	-19	0	8	-14	-1.3	-8	7
CCCCCCCCCCOC(=O)Cn1c(COc2ccccc2OC)[n+](C)c2ccccc21	-25	-16	58*	7	-30	-1	9.2	45*	-16
C/C(=N\Nc1nc(Nc2ccccc2)nc(N2CCOCC2)n1)c1cccs1	-2	-6	-6	2	-6	0	-0.1	-5	-9
Cc1ccccc1NC(=O)c1ccc(N/N=C/c2ccccc2O)c([N+](=O)[O-])c1	-1	5	0	0	2	-2	-7.6	-1	38
Cc1nc(CSc2nsc(C)c2C#N)cs1	-3	-2	6	1	-10	3	-0.2	11	-6
O=C(Cc1n[nH]c(=O)c2ccccc12)OCC(=O)c1ccccc1Cl	4	10	-16	2	1	3	-0.9	2	15
Cc1ccc(CNC(=O)CN2C(=O)COc3ccc(S(=O)(=O)N4CCCCC4)cc32)o1	-5	-3	12	2	2	1	-0.5	6	-8

Screening data deposited in PubChem by several laboratories.
